# From PubChem
# ATXN viability: reduces viability in counter-screen for ATXN expression inhibitors; S2 cells (HEK-293 line with an ATXN2-luciferase reporter) viability, CellTiter-Fluor protease fluorescence, 24 h; Potency, µM (titrated, usually from 56.7 µM), most hits filed as cytotoxic; actives 0.49% (n = 400,000); AID 651635; further: potency means the concentration at half of the fitted maximal effect; nearly all actives have a fitted effect of over 40% in size
# HepG2 tox: counter-screen for TGF-b inhibitors: cytotoxicity in HepG2 cells | actives 0.76% (n = 410,000) | HepG2 CAGA-GFP viability, ATP luminescence, 18 h | Potency, µM (series often up to 46.1 µM), inactives show at the highest dose activity change, negative = cytotoxicity, actives largely listed as cytotoxic | AID 588856; further: potency means the concentration at half of the fitted maximal effect; some results filed as inactive show a strong effect at the top dose
#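 HepG2 CAGA-GFP cells (1000/well, DMEM with 1% FBS) received compound, then TGF-beta at 500 pg/mL final, and were incubated 18 hours at 37 degrees C. Viability was read by CellTiter-Glo luminescence. Media-only wells were set as complete cell-killing and DMSO as no toxicity.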
# pAkt inh: blocks phosphorylation of Akt; Neuro2A IGF-stimulated pAkt S473 HTRF, 20 min; stronger effect = lower value; activity change, % for hits at 50 µM; actives 0.32% (n = 360,000); AID 651550; in the data active means activity change below about -80%; inconclusive means mostly about -51% to -80%; further: on the % scale 0 is the no-effect control and ±100 the full control effect
#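 Neuro2A cells in DMEM with 0.5% FBS, overnight at 37 deg C, given compound at single 50 µM final, then IGF (6 nM final) for 20 min at 37 deg C. Lysed; phospho-Akt Ser473 by HTRF after 24 h, 665/615 ratio.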
# Mm-Cpn inhibitor: blocks the Methanococcus maripaludis chaperonin Mm-Cpn | purified Mm-Cpn ATPase, ADP Transcreener TR-FRET | Potency, µM (doses to about 76.9 µM), inactives show at the highest dose activity, negative = inhibition, most hits filed as inhibitors | actives 0.031% (n = 330,000) | AID 504842; further: potency means the concentration at half of the fitted maximal effect; on the % scale 0 is the no-effect control and ±100 the full control effect; nearly all actives have a fitted effect of over 80% in size
#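 Measured: ADP formation by purified Mm-CPN. Conditions: 25 nM protein, 10 uM ATP, Tris pH 7.4 with Mg2+, K+ and DTT, 37°C for 30 min. Detection: Transcreener HTRF after 30 min at room temperature.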
# TGFb inhibitor: inhibitors of TGF-b signaling; actives 1.2% (n = 410,000); Potency, µM (doses to about 46.1 µM), for the others: at the top dose activity, negative = inhibition, most hits filed as inhibitors; HepG2 CAGA-GFP TGF-b/SMAD3 reporter, GFP fluorescence, 18 h; TGF-beta stimulated, 500 pg/mL final; further: potency means the concentration at half of the fitted maximal effect; on the % scale 0 is the no-effect control and ±100 the full control effect; nearly all actives have a fitted effect of over 65% in size
#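 Using HEPG2 CAGA-GFP reporter cells at 1000 cells/well, we pinned test compounds, stimulated with recombinant TGF-beta (500 pg/mL final) and measured total well GFP after 18 h.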
# Nrf2 inh: Nrf2 pathway inhibition. A549 ARE-Fluc reporter, luciferase luminescence, 18-24 h. Potency, µM (highest dose often 46 µM), for inactives: at the top dose activity change, negative = inhibition, most hits filed as inhibitors. actives 2.1% (n = 360,000); further: potency means the concentration at half of the fitted maximal effect; on the % scale 0 is the no-effect control and ±100 the full control effect; nearly all actives have a fitted effect of over 60% in size
#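 In this cell-based qHTS, ARE-driven firefly luciferase in A549 cells reports Nrf2 activity; the luminescent signal after BugLite lysis is the measured value, with a prior CellTiter-Fluor read for cell health.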
# A549 viability: kills or reduces viability of A549 cells in Nrf2 counter-screen; A549 ARE-Fluc cells, CellTiter-Fluor viability, 18-24 h; Potency, µM (top dose mostly 46 µM), without a hit: at the top dose activity change, negative = cytotoxicity, most hits filed as inhibitors; actives 0.16% (n = 390,000); further: potency means the concentration at half of the fitted maximal effect; on the % scale 0 is the no-effect control and ±100 the full control effect
#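 Cytotoxicity counterscreen: CellTiter-Fluor fluorescence was measured in A549 ARE_Fluc cells after 18-24 h of compound exposure in a concentration series. The subsequent BugLite luminescent read reports ARE-luciferase activity.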
# CCT chaperon mod: cytosolic chaperonin activity modulation; actives 0.3% (n = 360,000); purified chaperonin ATPase assay, HTRF ADP detection, 30 min; activity change, % (test concentration not listed), hits read low; AID 651819; in the data active means activity change below about -30%; further: on the % scale 0 is the no-effect control and ±100 the full control effect
#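 We incubate TRiC, 40 or 20 nM final, with library compounds at 76 uM and 10 uM ATP for 30 min at 37 °C. ADP formed is detected with Transcreener HTRF reagents after 30 min at room temperature.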
# Nrf2 ARE act: Nrf2 pathway activation. AREc32 ARE-luciferase reporter (MCF7-derived line), luminescence, 24 h. Potency, µM (series often up to 46.1 µM), for inactives: at the highest dose activation, usual class: activators. actives 0.31% (n = 410,000). AID 624171; further: potency means the concentration at half of the fitted maximal effect; % of control where 0% means no effect; nearly all actives have a fitted effect of over 65% in size
#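 AREc32 cells carrying an ARE-driven firefly luciferase, 1000 cells/well in OPTI-MEM with 5% FBS, dosed after overnight attachment and incubated 24 hr at 37 deg C. Steady-Glo luminescence read after 30 min at RT.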
# * = called active by the depositor; i = inactive; ? = inconclusive; / = no result given; & = joins results of further samples; [ ] = remark or other dose. Unless noted, the call rests on the fitted dose curve; in most records, active means well fitted curve in the direction sought with a large enough effect; inconclusive means small, poorly fitted or top-dose-only effect, or another doubt; inactive means no such curve, though single readings can be large; an effect the other way counts as inactive or inconclusive.
SMILES,ATXN viability,HepG2 tox,pAkt inh,Mm-Cpn inhibitor,TGFb inhibitor,Nrf2 inh,A549 viability,CCT chaperon mod,Nrf2 ARE act
CN1CCN(C(=O)CN(C)S(=O)(=O)c2ccc(F)cc2)CC1,i,16%,i,0%,-6%,5%,0%,0.6,0.5%
N#C/C(=C/c1ccc(OCc2ccc(C(=O)O)cc2)c(Br)c1)c1cccc(F)c1,i,2%,i,-1%,5%,?,-10%,0.7,0.0%
Cc1nnc(NC(=O)CCC(=O)N2CCC(C)CC2)s1,i,0%,i,-1%,1%,-5%,13%,0.3,0.1%
Cc1occc1C(=O)NNC(=S)NCc1ccc(Cl)cc1,?,-5%,i,-29%,-29%,14%,-2%,0.8,0.3%
CCC(=O)Nc1cccc(C(=O)/C=C/c2cccs2)c1,?,-34%,i,-6%,?,-12%,-2%,0.9,?
COC(=O)c1ccccc1S(=O)(=O)N1Cc2cc([N+](=O)[O-])ccc2Oc2ccccc21,i,-23%,i,2%,24%,-10%,-1%,-13,-0.5%
Cc1ccc(OCCC(=O)NNC(=O)c2nn(C)c(=O)c3ccccc23)cc1,i,1%,i,2%,0%,?,4%,-0.9,2.2%
C[C@H]1CN([C@@H](C)CO)C(=O)CCCn2cc(nn2)CO[C@@H]1CN(C)C(=O)Oc1ccccc1,i,0%,i,/,0%,/,/,1.5,0.5%
CCOC(=O)Cc1c(C)nc2c(-c3ccc(Cl)cc3)c[nH]n2c1=O,?,-28%,i,0%,?,?,-14%,0.7,2.7%
COC(=O)[C@@]12CCCCN1[C@H](c1ccc(-c3cccc(Cl)c3)cc1)[C@@H]1C(=O)N(C)C(=O)[C@@H]12,?,4%,i,0%,-13%,-19%,-1%,2.3,-0.6%
COc1ccc(N(C(=O)Cn2nnc(-c3ccc(Cl)cc3)n2)C(C(=O)NCC2CCCO2)c2ccncc2)cc1 (stereo unspecified),i,-22%,i,-2%,?,1%,-6%,-0.7,0.2%
COc1cccc(C(=O)NCC(=O)OCC(=O)NC2CCCCC2)c1,i,-20%,i,-1%,-8%,9%,3%,-4.1,-0.8%
Cn1c(=O)cc(SCC(=O)NCC2COc3ccccc3O2)c2ccccc21 (stereo unspecified),i,0%,i,0%,-23%,-5%,8%,1.6,0.4%
CCN1CCCC1CNC(=O)Cn1cnc2sc(C)c(S(=O)(=O)N3CCC(C)CC3)c2c1=O (stereo unspecified),i,2%,i,0%,16%,19%,24%,-0.7,-0.8%
O=C(c1ccc(F)cc1)N1CCCC(C(=O)N2CCCCC2)C1 (stereo unspecified),i,-4%,/,-2%,-5%,?,2%,-0.2,-0.9%
c1ccc(CCN(Cc2ccccc2)C2CCN(C3CCCC3)CC2)cc1,i,8%,i,0%,2%,1%,1%,-9.2,0.0%
CCCCn1c(N)c(N(CC(C)C)C(=O)c2ccc(N3C(=O)c4ccccc4C3=O)cc2)c(=O)[nH]c1=O,i,9%,i,0%,-22%,-8%,1%,-0.8,0.6%
CC(O)c1cccc(NC(=O)CCC(=O)O)c1 (stereo unspecified),i,1%,i,-2%,1%,-8%,-4%,-6.7,-0.1%
O=C(NC1CCCC1)C(c1ccc(F)cc1)N(Cc1ccccc1)C(=O)c1csnn1 (stereo unspecified),i,12%,i,1%,6%,-2%,-3%,3.4,0.2%
Cc1c(O)ccc2c(CN3CCN(Cc4ccccc4)CC3)cc(=O)oc12,/,-6%,i,-3%,-1%,0%,1%,-2.0,-0.5%
COc1cc(/C=C2\SC(=O)N(CC(=O)Nc3cccc(C)c3)C2=O)ccc1OC(C)C(=O)O (stereo unspecified),i,-30%,i,/,-1%,8%,-2%,-0.1,0.2%
CCCN(Cc1cccs1)C(=O)Nc1cc(C)ccc1OC,/,0%,/,/,-10%,4%,18%,/,0.1%
O=C(C1CC(=O)N(c2ccc3c(c2)OCCO3)C1)N1CCN(S(=O)(=O)c2ccccc2F)CC1 (stereo unspecified),?,-2%,i,/,-12%,-23%,-10%,-1.0,-0.6%
COc1ccc(CC(=O)NCc2ccc3c(c2)CCN3C(=O)c2ccc(C)cc2)cc1OC,/,-14%,/,/,-15%,/,-2%,/,4.8%
Cc1c(C(=O)N2CCOCC2)oc2c1-c1nn(CC(=O)NCc3cccc(Cl)c3)cc1CC2,/,-3%,/,/,-17%,?,-1%,/,0.6%
CCOc1ccccc1NC(=O)Cn1cnc2c1c(=O)n(C)c(=O)n2C,/,-2%,/,/,0%,-9%,-5%,/,3.8%
COc1ccccc1CNC(=O)CCC1N=C2c3ccccc3N=C(SCc3ccc(C)cc3C)N2C1=O (stereo unspecified),/,-19%,/,/,?,-1%[9.27 µM],?,/,3.9%
COc1cc(C=O)ccc1OCc1cccc(Br)c1,i,-21%,i,1%,-1%,1%,-2%,-0.4,3.0%
CC1(C)CC(NC(=O)c2cccc([N+](=O)[O-])c2)CC(C)(C)N1,i,2%,i,-15%,16%,-21%,17%,1.3,-0.5%
CCCn1c2ccccc2c2cnn(CC(=O)NC(C)CC)c(=O)c21 (stereo unspecified),i,-17%&0%,i,1%,-16%&-5%,-10%&-23%,0%&4%,1.8,-0.4%&0.3%
CCOC(=O)CN(C(=O)COc1nc(C)cc(C)c1C#N)c1ccc(Cl)cc1,i,28%,i,-1%,-3%,-10%,-3%,-2.9,4.1%
O=C1OCc2cc(NS(=O)(=O)c3cccs3)ccc21,i,8%,i,0%,61%[activator],2%,-2%,1.6,0.6%
CC(=O)NCC(=O)OC(C)C(=O)Nc1ccc(C(C)=O)cc1 (stereo unspecified),i,-6%,i,-1%,0%,19%,-2%,-0.9,0.2%
CCN1C(=O)CSc2ccc(C(=O)NCc3ccc(OC)cc3)cc21,i,-17%,i,0%,23%,/,3%,-2.9,0.2%
COc1cc(CNCCc2ccccc2F)ccc1OCc1ccc(Cl)nc1,i,-52%,i,0%,18%,8%,-1%,0.9,9.5%
COc1nnc(-c2ccc(N3CCCCC3)c(NC(=O)c3ccccc3Cl)c2)c2ccccc12,/,-6%,/,/,?,6.5µM*,-30%,/,0.5%
CCN(CC)C1CC(=O)N(c2ccc(Br)cc2)C1=O (stereo unspecified),i,16%,i,0%,-29%,-1%,6%,-1.2,2.9%
CC(C)(C)c1ccc(C(=O)NC(=S)Nc2nc3c(s2)CCCC3)cc1,i,-26%,i,1%,-6%,?,3%,-4.6,0.0%
Cc1cc(NC(=O)CSc2nnc(C3CC3)n2N)c([N+](=O)[O-])cc1C,i,0%,i,1%,0%,-5%,0%,-1.3,-0.8%
CCOC(=O)N1CCC(N2Cc3cccc(C(=O)N4CCN(c5cccc(Cl)c5)CC4)c3C2=O)CC1,i,-10%,i,-2%,-25%,-12%,-4%,-0.8,0.1%
CC(=O)Nc1ccc(S(=O)(=O)N2CCC(C(=O)NCCc3c[nH]c4ccccc34)CC2)cc1,i,-1%,i,2%,-16%,2%,-2%,-5.0,-0.3%
COc1cc(C(=O)Nc2ccc(S(=O)(=O)Nc3nccc(C)n3)cc2)c([N+](=O)[O-])cc1OC,i,0%,i,-26%,-8%,6%,-4%,-1.0,-0.2%
CC(C)(C)Nc1ncnc2sc(-c3ccccc3)cc12,i,-19%,i,-10%,?,12µM*,?,-0.9,0.6%
CCN(CC)c1ccc(NC(=O)c2cc(S(=O)(=O)N3CCc4ccccc43)cn2C)c(C)c1,/,-4%,/,/,-18%,-5%,18%,/,-0.4%
COc1ccc(-c2cc(C(F)(F)F)nc(SCCC(=O)N3CCN(C)CC3)n2)cc1,i,0%,i,/,0%,6%,0%,2.0,-0.6%

# An excerpt from above, reduced to ATXN viability.
SMILES	ATXN viability
COc1ccc(-c2cc(C(F)(F)F)nc(SCCC(=O)N3CCN(C)CC3)n2)cc1	i
CCOC(=O)CN(C(=O)COc1nc(C)cc(C)c1C#N)c1ccc(Cl)cc1	i
CC(C)(C)c1ccc(C(=O)NC(=S)Nc2nc3c(s2)CCCC3)cc1	i
CCN1C(=O)CSc2ccc(C(=O)NCc3ccc(OC)cc3)cc21	i

# Continued:
SMILES,ATXN viability,HepG2 tox,pAkt inh,Mm-Cpn inhibitor,TGFb inhibitor,Nrf2 inh,A549 viability,CCT chaperon mod,Nrf2 ARE act
O=C(Cn1cnc2c(oc3ccccc32)c1=O)c1ccccc1,i,-12%,i,0%,5%,15%,1%,1.0,0.8%
Cc1cc(C(=O)NCc2ccc(C(=O)O)o2)c(C)o1,i,-1%,i,1%,16%,6%,0%,1.3,0.0%
CCOC(=O)C1=CN(Cc2cccc(F)c2)S(=O)(=O)N(CC)C1CCc1ccccc1 (stereo unspecified),i,-35%,i,0%,-23%,-26%,1%,-1.7,5.1%
Cc1ccc(-n2ncc3c(NNC(=O)c4ccccc4C)ncnc32)cc1,i,2%,/,/,-7%,/,0%,/,-1.3%
CCOC(=O)c1cc2sccc2n1CC(=O)O,i,-12%,i,-1%,8%,-10%,9%,-4.2,-0.8%
COc1ccc(C23CC4CC(CC(C4)C2)C3)cc1C(=O)NCCN(C)C,/,16µM*,i,-3%,?,-13%,1%,-0.1,-4.1%
COC(=O)CCN(C(=O)C1CCN(S(=O)(=O)c2c(C)noc2/C=C/c2ccccc2F)CC1)c1ccccc1,/,-24%,/,/,?,/,2%,/,19%
CC(C)CN(C(=O)c1cccc(S(=O)(=O)N2CCN(C)CC2)c1)C1CCS(=O)(=O)C1 (stereo unspecified),i,8%,i,?,10%,-22%,1%,-0.4,-0.2%
COc1ccc(CN(CC(=O)NCc2ccco2)C(=O)CCC(=O)Nc2nccs2)cc1,i,4%,i,1%,3%,-15%,8%,1.5,0.2%

# Random draw from the library (roughly 4.4% active in at least one column).
